Source: PubChem BioAssay (The Scripps Research Institute Molecular Screening Center)
IDE act = boosts human insulin-degrading enzyme activity in HEK cells. FAbeta-B cleavage, fluorescence polarization; 0% vehicle, 100% cell-free pure enzyme wells. AID 493087. activation, % at 5.96 µM. hit rate 0.073% among 340,000;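 active = activation above the mean of all tested compounds plus 3 SD, set per screening campaign, cut at about 17% in these data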
Target sequence (P14735 whole entry, looked up): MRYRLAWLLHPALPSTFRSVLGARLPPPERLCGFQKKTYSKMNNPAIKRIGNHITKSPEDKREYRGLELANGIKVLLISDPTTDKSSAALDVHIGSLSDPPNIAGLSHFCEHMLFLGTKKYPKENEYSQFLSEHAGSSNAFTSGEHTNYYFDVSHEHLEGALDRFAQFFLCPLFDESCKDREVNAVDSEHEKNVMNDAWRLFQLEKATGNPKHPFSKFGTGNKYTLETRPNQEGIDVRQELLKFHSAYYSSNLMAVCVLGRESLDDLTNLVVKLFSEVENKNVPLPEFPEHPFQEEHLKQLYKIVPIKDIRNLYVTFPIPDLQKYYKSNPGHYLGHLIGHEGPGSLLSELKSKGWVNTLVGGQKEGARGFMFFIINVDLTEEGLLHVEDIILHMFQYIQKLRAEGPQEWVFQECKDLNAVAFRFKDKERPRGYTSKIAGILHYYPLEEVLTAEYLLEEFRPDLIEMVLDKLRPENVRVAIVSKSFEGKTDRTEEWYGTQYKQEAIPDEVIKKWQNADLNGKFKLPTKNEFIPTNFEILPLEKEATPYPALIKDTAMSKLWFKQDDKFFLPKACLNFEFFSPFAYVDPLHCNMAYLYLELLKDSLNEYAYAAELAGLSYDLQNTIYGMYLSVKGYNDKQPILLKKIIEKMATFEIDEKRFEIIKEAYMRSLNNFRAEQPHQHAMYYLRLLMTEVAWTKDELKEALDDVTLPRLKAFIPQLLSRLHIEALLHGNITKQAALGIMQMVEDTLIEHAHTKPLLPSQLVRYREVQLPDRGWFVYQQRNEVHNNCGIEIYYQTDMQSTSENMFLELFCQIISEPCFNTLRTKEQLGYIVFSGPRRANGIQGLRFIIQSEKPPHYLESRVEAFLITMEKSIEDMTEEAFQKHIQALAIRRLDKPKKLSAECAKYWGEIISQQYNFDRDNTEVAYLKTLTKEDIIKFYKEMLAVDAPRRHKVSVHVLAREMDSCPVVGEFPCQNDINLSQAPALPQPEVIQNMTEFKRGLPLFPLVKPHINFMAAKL
IDE cell inh = cellular human IDE inhibition; inhibition, % at 5.59 µM; AID 434962; hit rate 0.41% among 320,000; P14735; HEK cells, FAbetaB cleavage, fluorescence polarization;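 active = percent inhibition above the average of all tested compounds plus 3 SD, set per screening campaign, cut at about 16% in these data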;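 also: IDE supplied by intact live HEK cells; FP after avidin binding of uncleaved biotin substrate so inhibition keeps polarization high; 0% = DMSO wells and 100% = 60 µM reference IDE inhibitor Ii1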
* hit, by the source's call. The list is partial (hit frequency here may not be typical).

SMILES | IDE act | IDE cell inh
N#CCCN(C(=O)COC(=O)CCC(=O)c1cccs1)c1ccccc1 | 2.9 | 0.4
Cc1ccc(S(=O)(=O)Nc2cccc(C(=O)NCC3(N4CCCCC4)CCCCC3)c2)cc1F | 2.0 | -1.8
CCN(CC(=O)NCc1cccs1)C(=O)COc1ccc(C(N)=O)cc1 | 6.0 | -5.0
Cc1noc(C)c1COc1ccccc1C(=O)N1CCN(c2cccc(Cl)c2)CC1 | 5.5 | 2.9
CCc1noc(C)c1C(=O)OCC(=O)N(C)c1c(N)n(Cc2ccccc2)c(=O)[nH]c1=O | 1.7 | -3.7
Cc1cccc(C)c1NC(=O)CN(C)C(=O)c1ccc(-n2cncn2)c([N+](=O)[O-])c1 | 4.2 | -9.9
CCOC(=O)c1c(NC(=O)COC(=O)CNC(=O)c2ccc(Cl)cc2Cl)sc(C(=O)N(C)C)c1C | -6.3 | 2.2
NS(=O)(=O)c1cccc(NC(=O)CSc2nnc(-c3ccncc3)n2C2CC2)c1 | -0.4 | 2.5
COC(=O)[C@]1(Cc2ccccc2)N[C@H](CN(C)C(=O)c2ccc(F)cc2)[C@@H]2C(=O)N(C)C(=O)[C@@H]21 | 2.0 | 0.3
Cc1cc(C(=O)CN2C(=O)C(=O)N(CC(C)C)C2=O)c(C)n1C1CC1 | 0.4 | -5.3
Fc1cc(F)cc(Nc2nc(Cl)nc(NC3CCCC3)n2)c1 | 2.3 | 1.6
Cc1ccc(S(=O)(=O)CCC(=O)OCC(=O)N(C)C2CCS(=O)(=O)C2)cc1 (stereo not drawn) | 3.9 | 5.4
CCN(CC(=O)Nc1ccc(NC(C)=O)cc1)C(=O)C1CCC1 | 0.6 | -0.1
CCCCCN(C(=O)CCC(=O)OCCOc1ccccc1Cl)c1c(N)n(CCCC)c(=O)[nH]c1=O | 0.1 | 0.5
COc1ccc(NC(=O)CN2CCCC2c2cccs2)cc1S(=O)(=O)N1CCCCC1 (stereo not drawn) | 4.4 | -5.6
O=C(NCCc1ccc(F)cc1)C(=O)Nc1cc2c3c(c1)CC(=O)N3CCC2 | -1.1 | 4.5
Cc1ccc(OCC(=O)OCC(=O)Nc2ccc3c(c2)OCO3)cc1C | 0.6 | -2.0
O=C1CC(NS(=O)(=O)c2cccs2)CN1c1cccc(F)c1 (stereo not drawn) | 4.5 | 0.1
O=C(Cn1[nH]c(=O)c2ccccc2c1=O)OCC(=O)c1ccccc1 | -2.3 | -0.5
COC(=O)c1cc(NC(=O)COC(=O)C2CCC2)cc(C(=O)OC)c1 | 2.4 | -0.2
Cc1onc(-c2ccccc2Cl)c1C(=O)N(Cc1ccc(N(C)C)cc1)C(C)C | -0.1 | 3.8
N#Cc1c(N)c(C(=O)c2ccccc2)n2ccccc12 | -2.5 | 6.1
Cc1ccc(CNC(=O)COC(=O)c2ccc(S(=O)(=O)N3CCOCC3)cc2)cc1 | 3.0 | -0.1
CCOC(=O)C1=CC[C@@H](c2cc(OC)c(OC)c(OC)c2)N(S(=O)(=O)c2ccc(C)cc2)[C@H]1C(=O)OCC | -1.4 | 4.6
O=C(COC(=O)/C=C/c1ccc([N+](=O)[O-])cc1)NC1CCCCC1 | 0.0 | -2.2
CN(CC(=O)Nc1cccc(F)c1)C(=O)c1csc2c1CCCC2 | -1.8 | 6.6
Cc1cc(C)cc(N(CCC#N)C(=O)CSc2nc3ccccc3c(=O)[nH]2)c1 | 1.0 | -0.7
COc1ccc(-c2sc3cc4c(cc3c2C#CC2(N)CCCCC2)OCO4)cc1 | 8.4 | -1.3
COc1cc(SC)ccc1C(=O)Nc1cccc(S(=O)(=O)NC2=NCCC2)c1 | -0.6 | -0.1
CC(C)CN(C(=O)CSc1nc2ccccc2[nH]1)C1CCS(=O)(=O)C1 (stereo not drawn) | -0.1 | 3.2

Quoted from above for reference:
SMILES | IDE act | IDE cell inh
N#CCCN(C(=O)COC(=O)CCC(=O)c1cccs1)c1ccccc1 | 2.9 | 0.4
Cc1ccc(S(=O)(=O)Nc2cccc(C(=O)NCC3(N4CCCCC4)CCCCC3)c2)cc1F | 2.0 | -1.8
CCN(CC(=O)NCc1cccs1)C(=O)COc1ccc(C(N)=O)cc1 | 6.0 | -5.0
Cc1noc(C)c1COc1ccccc1C(=O)N1CCN(c2cccc(Cl)c2)CC1 | 5.5 | 2.9
CCc1noc(C)c1C(=O)OCC(=O)N(C)c1c(N)n(Cc2ccccc2)c(=O)[nH]c1=O | 1.7 | -3.7
Cc1cccc(C)c1NC(=O)CN(C)C(=O)c1ccc(-n2cncn2)c([N+](=O)[O-])c1 | 4.2 | -9.9
CCOC(=O)c1c(NC(=O)COC(=O)CNC(=O)c2ccc(Cl)cc2Cl)sc(C(=O)N(C)C)c1C | -6.3 | 2.2
NS(=O)(=O)c1cccc(NC(=O)CSc2nnc(-c3ccncc3)n2C2CC2)c1 | -0.4 | 2.5
COC(=O)[C@]1(Cc2ccccc2)N[C@H](CN(C)C(=O)c2ccc(F)cc2)[C@@H]2C(=O)N(C)C(=O)[C@@H]21 | 2.0 | 0.3
Cc1cc(C(=O)CN2C(=O)C(=O)N(CC(C)C)C2=O)c(C)n1C1CC1 | 0.4 | -5.3
Fc1cc(F)cc(Nc2nc(Cl)nc(NC3CCCC3)n2)c1 | 2.3 | 1.6
Cc1ccc(S(=O)(=O)CCC(=O)OCC(=O)N(C)C2CCS(=O)(=O)C2)cc1 (stereo not drawn) | 3.9 | 5.4
CCN(CC(=O)Nc1ccc(NC(C)=O)cc1)C(=O)C1CCC1 | 0.6 | -0.1
CCCCCN(C(=O)CCC(=O)OCCOc1ccccc1Cl)c1c(N)n(CCCC)c(=O)[nH]c1=O | 0.1 | 0.5
COc1ccc(NC(=O)CN2CCCC2c2cccs2)cc1S(=O)(=O)N1CCCCC1 (stereo not drawn) | 4.4 | -5.6
O=C(NCCc1ccc(F)cc1)C(=O)Nc1cc2c3c(c1)CC(=O)N3CCC2 | -1.1 | 4.5
Cc1ccc(OCC(=O)OCC(=O)Nc2ccc3c(c2)OCO3)cc1C | 0.6 | -2.0
O=C1CC(NS(=O)(=O)c2cccs2)CN1c1cccc(F)c1 (stereo not drawn) | 4.5 | 0.1
O=C(Cn1[nH]c(=O)c2ccccc2c1=O)OCC(=O)c1ccccc1 | -2.3 | -0.5
COC(=O)c1cc(NC(=O)COC(=O)C2CCC2)cc(C(=O)OC)c1 | 2.4 | -0.2
Cc1onc(-c2ccccc2Cl)c1C(=O)N(Cc1ccc(N(C)C)cc1)C(C)C | -0.1 | 3.8

More compounds
SMILES | IDE act | IDE cell inh
Cc1ccc(F)cc1NC(=O)COC(=O)COc1ccc(C#N)cc1 | -0.2 | 3.7
Cc1ccc(C)c(S(=O)(=O)N2CCCC2CNC(=O)C(=O)NC2CCCC2)c1 (stereo not drawn) | 3.5 | 3.0
O=C(COC(=O)c1ccccc1F)NC1CC1 | -0.9 | -1.4
Cn1c(=NC(=O)CS(=O)(=O)c2ccccc2)sc2ccccc21 | -0.3 | 7.8
Cn1c(SCC(=O)NCC2CCCO2)nc2scc(-c3ccccc3)c2c1=O (stereo not drawn) | -2.2 | -3.1
O=C1O[C@H]([C@@H](O)CO)C(O)=C1O | -4.4 | -0.2
CCCCN(C(=O)CC1OC(=O)c2ccccc21)c1c(N)n(CCCC)c(=O)[nH]c1=O (stereo not drawn) | 3.9 | 0.6
Cn1cccc1C(=O)NC(=O)COC(=O)CCNS(=O)(=O)c1ccc(Cl)cc1 | 5.2 | 2.9
CON(C)C(=O)CC(CNC(=O)OC(C)(C)C)c1ccc(Cl)cc1 (stereo not drawn) | 2.2 | 1.3
O=C(NC1CCS(=O)(=O)C1)C1CCCC1 (stereo not drawn) | 3.0 | -0.1
CCCCCCCCOc1ccc(C(=O)O)cc1 | 2.3 | 6.0
CCC1(c2ccc(F)cc2)NC(=O)N(CC(=O)Nc2cccnc2Cl)C1=O (stereo not drawn) | -5.4 | 2.8
O=C(/C=C/c1ccc(S(=O)(=O)N2CCOCC2)cc1)Nc1cc(F)ccc1F | 2.0 | 4.8
C[C@H](NC(=O)c1nc[nH]c1C(=O)NCCCCCN)C(=O)OC(C)(C)C | 4.8 | -1.3
COc1cc(OC)c(OC)cc1CNC(=O)c1cc(S(=O)(=O)N2CCOCC2)ccc1F | 0.4 | -3.1
CC(C)N(C(=O)[C@H]1CC(CC(=O)NC(C)(C)C)C(=O)N2CCc3c([nH]c4ccccc34)[C@]12C)C(C)C (stereo partly drawn) | 7.3 | -1.8
Cc1c(C(=O)NNC(=O)c2cccnc2)cccc1[N+](=O)[O-] | 2.3 | 3.9
CCc1ccccc1NC(=O)CN1CCN(C(=O)c2cccc(-n3cnnn3)c2)CC1 | 0.6 | 0.2
O=C(C1CC(=O)N(c2ccc3c(c2)OCCO3)C1)N1CCN(Cc2ccccc2)CC1 (stereo not drawn) | -1.5 | 0.8
COc1ccccc1C(=O)CN1C(=O)NC2(CCCCCC2)C1=O | -4.8 | 3.8
CC(Sc1nnc(NC2CC2)s1)C(=O)Nc1ccc(S(N)(=O)=O)cc1 (stereo not drawn) | -1.0 | -2.3
O=C(/C=C/c1ccccc1[N+](=O)[O-])Nc1cccc(S(=O)(=O)NC2=NCCCCC2)c1 | -3.5 | 1.7
CC1CS(=O)(=O)CCN1N=Cc1ccc([N+](=O)[O-])o1 (stereo not drawn) | 5.3 | 0.6
Cc1ccc(C(=O)NCC(c2ccco2)N2CCc3ccccc3C2)cc1 (stereo not drawn) | 3.7 | -5.9
O=C(CSc1nnc(NC2CCCCC2)s1)N1CCOCC1 | -3.5 | 3.0
CC1CCCC(C)N1C(=O)COC(=O)C1CCN(S(=O)(=O)c2ccc3c(c2)OCCO3)CC1 (stereo not drawn) | 1.7 | 1.4
CSc1ccc(S(=O)(=O)NCC(=O)OCCOc2ccccc2)cc1[N+](=O)[O-] | 4.3 | -8.5
O=C(CN1C(=O)NC(CCc2ccccc2)C1=O)Nc1ccccc1C(F)(F)F (stereo not drawn) | 2.9 | -1.9
COc1ccc(CCNC(=O)c2cc3cc(F)ccc3nc2C)cc1OC | 0.7 | 0.3
CC(C(=O)NC(=O)NC1CCCCC1)N(C)CC(=O)Nc1ccc(F)c(F)c1F (stereo not drawn) | -1.5 | -0.2
O=C(Oc1ccccc1Cl)c1ccc2c(=O)n3c(nc2c1)CCC3 | 2.9 | 7.5
O=C(COc1cccc(C(F)(F)F)c1)Nc1ccccc1N1CCCCC1 | 4.2 | -0.3
CC(C)(C)c1csc(NC(=O)c2cccnc2Cl)n1 | 3.2 | -5.4
CCN(CC(=O)NC1CCS(=O)(=O)C1)C(=O)c1ccc(S(=O)(=O)N(CC)CC)cc1 (stereo not drawn) | 1.0 | 0.3
Cc1cccc(C)c1NC(=O)CNC(=O)c1ccc2c(c1)OCCO2 | 3.8 | 1.5
CCOC(=O)C1CCCN(S(=O)(=O)CCNC(=O)c2ccccc2)C1 (stereo not drawn) | 8.9 | -2.4
COC(=O)[C@]1(C)CCC[C@@]2(C)C3CC[C@@]4(C)C[C@]3(CCC21)CC4=NO (stereo partly drawn) | 3.6 | 1.6
O=C1CCc2cc(NS(=O)(=O)c3ccccc3)cc3c2N1CCC3 | 1.8 | -7.5
O=C1c2ccc([N+](=O)[O-])cc2C(=O)N1c1ccc([N+](=O)[O-])cn1 | 2.4 | 0.2
C=CCN(C(=O)C1CSC2(C)CCC(=O)N12)c1nc(-c2ccccc2)cs1 (stereo not drawn) | -2.5 | -1.6
COc1ccc(-c2csc(NC(=O)[C@H](C)N3C(=O)C4CC=CCC4C3=O)n2)cc1OC (stereo partly drawn) | -0.4 | -5.7
CC1CCN(C(=O)c2[nH]cnc2C(=O)Nc2ccon2)CC1 | 0.5 | 1.1
COc1ccc(N2CCN(C(=O)COC(=O)CNC(=O)c3ccc(C)cc3)CC2)cc1 | 6.8 | -3.0
COc1cc(C)ccc1OC(C)C(=O)Nc1ccc(N2CCCCC2)cc1 (stereo not drawn) | 0.0 | -3.4
Cc1cc(C(=O)CCC(=O)NCC(=O)Nc2c(C)cccc2C)c(C)s1 | 4.7 | 8.6
Cc1nc(SCc2nc3c(O)cccc3[nH]2)c2oc3ccccc3c2n1 | 6.1 | 1.0
COc1ccc(OC)c(COC(=O)c2cccc(S(=O)(=O)N3CCCCC3)c2)c1 | 3.6 | 0.7
CC(OC(=O)C1CC(=O)N(Cc2ccccc2)C1)C(=O)Nc1ccccc1[N+](=O)[O-] (stereo not drawn) | 0.8 | 3.4
COC(=O)c1c(C)[nH]c(C(=O)COc2ccc3ccc(=O)oc3c2)c1C | 5.9 | -3.2
CC(OC(=O)c1ccccn1)C(=O)Nc1ccc(C(F)(F)F)cc1 (stereo not drawn) | 4.0 | 1.0

3 compounds picked at random from those above, as already listed:
SMILES | IDE act | IDE cell inh
CC(OC(=O)C1CC(=O)N(Cc2ccccc2)C1)C(=O)Nc1ccccc1[N+](=O)[O-] (stereo not drawn) | 0.8 | 3.4
CC1CCN(C(=O)c2[nH]cnc2C(=O)Nc2ccon2)CC1 | 0.5 | 1.1
CC(OC(=O)c1ccccn1)C(=O)Nc1ccc(C(F)(F)F)cc1 (stereo not drawn) | 4.0 | 1.0

Additional results:
SMILES | IDE act | IDE cell inh
O=C(CN1CCN(C(=O)CN2C(=O)NC3(CCCC3)C2=O)CC1)Nc1cccc(F)c1 | -4.4 | 6.5
C[C@H]1COC(=O)[C@@H](CC(=O)OC(C)(C)C)C/C=C\C[C@H](CC(=O)NCCO)C(=O)N1 | 5.0 | -3.4
Cc1ccc(S(=O)(=O)CCC(=O)Nc2cccc(S(=O)(=O)N3CCCCCC3)c2)cc1 | 0.2 | 4.6
COc1ccc(F)cc1-c1nc(N)nc(N)n1 | 5.0 | -6.4
Cc1ccc2nc(SCC(=O)Nc3ccc4c(c3)OCCO4)nc(=O)n2c1 | 5.8 | 6.2
CCN(CC(=O)Nc1ccc2c(c1)OCCO2)C(=O)c1ccc([N+](=O)[O-])s1 | 0.7 | 6.5
COc1cc(OC)cc(C(=O)NNC(=O)C2CSC3(C)CCC(=O)N23)c1 (stereo not drawn) | 3.9 | -2.0
COc1ccc(NC(=O)COC(=O)c2cc(Cl)ccc2O)cc1S(=O)(=O)N1CCCCC1 | 6.5 | -3.6
